Source: PubChem
F508del corr: correctors of CFTR F508del function in bronchial epithelial cells; CFBE cells, YFP halide quenching; stimulated with forskolin plus potentiator P3; % fluorescence drop versus neutral controls; activity (quench increase), % at 7.58 µM; actives 0.36% (n = 350,000);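 active = mean added fluorescence quench of at least 8% versus neutral control, with both replicates also reaching 8%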;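 note: cells transiently co-express mutant CFTR-F508del with the halide-sensitive YFP; corrector assay measuring rescue of mutant channel to the surface after 24 h compound exposure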
RAD54 inh: RAD54 (human) branch migration inhibition. AID 602329. inhibition, % at 10.4 µM. actives 0.14% (n = 360,000). Q92698. RAD54 Holliday junction branch migration, FAM/BHQ fluorescence;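 active = mean normalized replicate activity at least 40 and at least half of replicates scoring 40 or more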;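 note: 0% = median of neutral control wells and 100% = median of positive control wells; inhibitors cause a drop in the FAM fluorescence signal; in these data hits start at about 50%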
Target sequence (Q92698 whole entry, looked up): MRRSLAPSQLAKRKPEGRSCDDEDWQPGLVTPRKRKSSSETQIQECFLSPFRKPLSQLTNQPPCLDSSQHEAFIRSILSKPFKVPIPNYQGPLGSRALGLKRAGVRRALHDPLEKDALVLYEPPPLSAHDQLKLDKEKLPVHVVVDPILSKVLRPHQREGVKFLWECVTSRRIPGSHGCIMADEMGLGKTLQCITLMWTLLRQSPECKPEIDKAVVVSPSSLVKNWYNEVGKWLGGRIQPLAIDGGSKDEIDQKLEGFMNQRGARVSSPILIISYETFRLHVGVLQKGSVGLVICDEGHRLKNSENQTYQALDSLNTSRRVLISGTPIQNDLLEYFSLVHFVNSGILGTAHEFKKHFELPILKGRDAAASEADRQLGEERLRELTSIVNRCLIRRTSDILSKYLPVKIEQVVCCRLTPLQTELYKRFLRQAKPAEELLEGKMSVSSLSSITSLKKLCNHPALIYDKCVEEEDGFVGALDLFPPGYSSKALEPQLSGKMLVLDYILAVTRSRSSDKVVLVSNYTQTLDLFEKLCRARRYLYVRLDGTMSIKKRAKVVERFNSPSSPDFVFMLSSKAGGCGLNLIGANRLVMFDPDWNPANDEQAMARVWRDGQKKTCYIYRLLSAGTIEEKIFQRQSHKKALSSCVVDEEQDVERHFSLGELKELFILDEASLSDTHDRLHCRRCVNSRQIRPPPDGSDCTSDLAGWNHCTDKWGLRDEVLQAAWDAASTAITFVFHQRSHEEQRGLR
XiGFP reactiv: activators of X-chromosome reactivation in mouse fibroblasts. XiGFP mouse fibroblasts, % GFP-positive cells imaging, 3 d; cells co-treated with 5-aza-dC sensitizer; scaled so ellipticine positive control = 100%. activation, % at 7.58 µM. actives 0.055% (n = 360,000);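 active = mean normalized replicate activation at least 10% and every replicate at or above 10%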;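 note: 0% = median of on-plate neutral control wells and 100% = ellipticine 6 µM median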
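Material: XiGFP fibroblasts, SV40-immortalized. Buffer or medium: DMEM plus 5-aza-dC sensitizer. Compound: single concentration per compound, delivered by pin transfer. Times: 3 days compound exposure. Controls: ellipticine 6 µM.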
ERAP1 HTS inh: inhibitors of human ERAP1 aminopeptidase. recombinant ERAP1, Leu-AMC fluorescence, 60 min. inhibition, % at 10.7 µM. actives 0.15% (n = 340,000);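 active = mean replicate inhibition of at least 30%, or all replicates individually reaching that 30% level; inactive = mean below 30% and not every replicate reaching it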;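 note: 0% = neutral control wells and 100% = L-leucinethiol positive control wells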
esBAF inh: blocks esBAF chromatin remodeling in mouse ES cells; Bmi1-luciferase knock-in reporter, 24 h; 100% = twice the neutral-well signal; reporter increase, % at 12.5 µM; actives 2% (n = 350,000); in the data active = activation above about 40%;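 note: 0% = median of the plate's neutral control wells and 100% = double that signal; a rise in the Bmi1 reporter signal indicates esBAF inhibition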
INS-1E GSIS act: GLuc luminescence reporter in INS-1E cells, primary screen for activators of glucose-dependent secretion of insulin | INS-1E GLuc reporter insulin secretion, 2-3 h | activation, % at 16.6 µM | actives 0.61% (n = 370,000);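 active = lowest replicate activation of at least 40%, so every replicate reaches that level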;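 note: 0% = median of neutral control wells and 100% = median of IBMX positive control wells; some compounds called inactive have numbers as strong as hits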
RAD52 anneal inh: blocks human RAD52 DNA annealing | inhibition, % at 18.7 µM | P43351 | recombinant RAD52 DNA annealing, FRET fluorescence | actives 0.46% (n = 360,000);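 active = every replicate showing at least 50% inhibition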
ARNT-TACC3 inh: disruptors of human ARNT/TACC3 interaction | Q9Y6A5 | AlphaScreen His-ARNT PAS-B/GST-TACC3 binding, luminescence; TACC3 fragment carries E629A point mutation | inhibition, % at 9.99 µM | actives 0.66% (n = 390,000);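 active = mean inhibition of replicates at least 50% and at least half of replicates each reaching 50%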;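 note: 0% = complete ARNT plus TACC3 wells and 100% = ARNT alone without TACC3; many hits fall short of the cut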
* marks the source's active call; other numbers are inactive results; x = no result given.

Every second line gives: INS-1E GSIS act, esBAF inh, RAD54 inh, F508del corr, XiGFP reactiv, RAD52 anneal inh, ERAP1 HTS inh, ARNT-TACC3 inh
- CCC(=O)N1C[C@@H](C)[C@@H](OC)CN(C)C(=O)c2ccc(NC(=O)CC(F)(F)F)cc2OC[C@H]1C
  2, x, x, -0.8, 0.6, -22, -2, x
- Cc1ccc(C(=O)OCC(=O)NCc2cc(C)c(O)c(C)c2)cc1S(=O)(=O)N1CCCCC1
  -4, 6, 3, 9.6*, -0.6, -20, -2, -2
- COCC(=O)N1CC(=O)N2[C@H](CO)[C@H](c3ccc(-c4cccnc4)cc3)[C@@H]2C1
  14, x, x, -1.0, 0.4, -1, 1, x
- CCOc1ccc(N(CC(=O)NC2CCCC2)C(=O)Cn2nnc(-c3ccc(C)o3)n2)cc1
  -13, 4, 6, -0.2, 0.3, -13, -2, 2
- Cc1ccc(S(=O)(=O)ON2C(=O)c3ccccc3C2=O)c(C)c1
  -3, x, x, x, 0.1, -15, 2, -3
- c1ccc2c(NCCCN3CCOCC3)c3ccccc3nc2c1
  1, x, x, 11*, 0.0, 93*, -39, x
- CC(C)(C)/C=N/NC(=O)C1CC1
  22, x, -4, 0.1, 0.0, -10, 2, 4
- Cc1ccc(OCCNC(=O)C2CC(=O)N(Cc3ccccc3)C2)cc1 (stereo not given)
  -13, -2, 13, 5.0, -0.1, -19, 1, x
- O=C(c1ccc(NC2=NC3CS(=O)(=O)CC3S2)cc1)N1CCN(c2ccccc2)CC1 (stereo not given)
  x, 0, -10, -4.5, 0.0, -7, -1, -3
- CCCc1ccc2oc(C(=O)N3CCN(CCC(N)=O)CC3)c(C)c2c1
  -13, 6, -5, -1.8, 0.0, -8, 1, -23

Some of the entries so far, bar-delimited:
smiles | INS-1E GSIS act | esBAF inh | RAD54 inh | F508del corr | XiGFP reactiv | RAD52 anneal inh | ERAP1 HTS inh | ARNT-TACC3 inh
CCOc1ccc(N(CC(=O)NC2CCCC2)C(=O)Cn2nnc(-c3ccc(C)o3)n2)cc1 | -13 | 4 | 6 | -0.2 | 0.3 | -13 | -2 | 2
Cc1ccc(OCCNC(=O)C2CC(=O)N(Cc3ccccc3)C2)cc1 (stereo not given) | -13 | -2 | 13 | 5.0 | -0.1 | -19 | 1 | x

Following part.
Every second line gives: INS-1E GSIS act, esBAF inh, RAD54 inh, F508del corr, XiGFP reactiv, RAD52 anneal inh, ERAP1 HTS inh, ARNT-TACC3 inh
- CN(C(=O)c1ccc(NC(=O)Cc2ccc([N+](=O)[O-])cc2)cc1)C1CCCC1
  -25, -2, -2, 2.7, 0.2, -13, 0, 0
- CCCCCCCCNC(=O)/C(C#N)=C/c1ccc(SC)cc1
  x, -1, 0, x, 0.1, -14, -2, 2
- Fc1cccc(Cl)c1CN1CCN(c2ncc(Cc3ccccc3)cn2)CC1
  x, x, x, -2.9, 0.4, -14, 3, x
- COc1ccc(-c2nc(=S)c3ccc4ccccc4c3[nH]2)cc1
  3, x, x, -3.0, 0.0, -5, -2, -3
- Cc1ccc(/C=N/NC(=O)c2cccnc2)s1
  3, x, -7, -1.9, 0.1, 4, 4, 2
- COCc1ccc(C(=O)N2CCCC(N(C)CCc3ccccc3)C2)s1 (stereo not given)
  -4, -1, 4, -1.2, -0.1, -14, -5, x
- Cc1ccc(S(=O)(=O)N2[C@@H](c3ccccc3F)C(C(=O)O)=CC[C@H]2c2ccc(Cl)c(Cl)c2)cc1
  -23, 9, 3, -0.5, 0.0, -11, 0, -1
- COCCn1cnnc1SCC(=O)Nc1cccc(S(=O)(=O)N2CCCCC2)c1
  13, 0, 13, -1.6, -0.2, -3, -1, 0
- C[C@@H]1CCCCO[C@@H](CN(C)S(=O)(=O)c2cccs2)[C@H](C)CN([C@@H](C)CO)C(=O)c2cc(NC(=O)c3ccncc3)ccc2O1
  -12, 5, 2, 0.2, 0.0, -19, 1, -3
- CNC[C@H]1OCCCC[C@@H](C)Oc2ccc(NS(=O)(=O)c3ccc(C)cc3)cc2C(=O)N([C@@H](C)CO)C[C@@H]1C
  -4, 3, x, 2.6, 0.1, x, x, x

The results go on.
Every second line gives: INS-1E GSIS act, esBAF inh, RAD54 inh, F508del corr, XiGFP reactiv, RAD52 anneal inh, ERAP1 HTS inh, ARNT-TACC3 inh
- CC(C)OC(=O)c1ccc(N2CCN(c3ccccc3F)CC2)nc1
  -10, 20, 3, 2.7, 0.0, -15, 2, -7
- O=C(N/N=C/c1ccc(O)cc1O)C(=O)N/N=C/c1ccc(O)cc1O
  12, 4, -14, -1.4, 1.1, -22, 4, 4
- O=C(c1cccc(Cl)c1)C1CCCN(C(=O)c2ccc3c(c2)OCO3)C1 (stereo not given)
  -16, 1, 7, -0.4, -0.1, -5, -7, -8
- CC(C)Oc1cccc(C(=O)N/N=C/c2coc3ccccc3c2=O)c1
  9, -4, 5, 0.4, 0.3, -12, 1, -3
- C[C@@H]1CN([C@@H](C)CO)C(=O)c2cc(NC(=O)Cn3cnnn3)ccc2O[C@H]1CN(C)Cc1ccccc1
  10, -4, 0, -0.8, -0.1, -5, 3, -14
- COc1ccc(CN2C[C@@H](CO)O[C@@H](n3cnc4c(NCCO)ncnc43)C2)cc1
  x, 3, 4, -1.1, -0.1, -11, -2, x
- CCCNC(=O)N1[C@H](CO)[C@@H](c2ccccc2)[C@H]1CNC(=O)c1cccc(F)c1
  5, -10, 3, 1.4, 0.1, 7, 2, 3
- O=C(C[C@@H]1C=C[C@H](NC(=O)CN2CCOCC2)[C@H](CO)O1)NC1CCC1
  19, 0, -2, -0.8, -0.5, -4, -4, 3
- COC(=O)[C@]12CCCCC=C1N(Cc1ccc3c(c1)OCO3)C(=O)[C@H](CC(=O)NCC1CCCCC1)C2
  2, x, x, 3.8, 0.1, -8, x, x
- C[C@H](CO)N1C[C@H](C)[C@@H](CN(C)CC2CCCC2)Oc2cc(C#CCN(C)C)ccc2S1(=O)=O
  10, x, x, -0.9, -0.4, 9, 1, x

(continued)
Every second line gives: INS-1E GSIS act, esBAF inh, RAD54 inh, F508del corr, XiGFP reactiv, RAD52 anneal inh, ERAP1 HTS inh, ARNT-TACC3 inh
- COc1cc([C@H]2OC[C@H]3[C@@H]2CO[C@H]3c2ccc(O)c(OC)c2)ccc1O
  4, 0, 3, -0.2, -0.3, -7, 3, 2
- CC(=O)N1[C@@H]2c3ccc(-c4ccc(F)cc4)c(=O)n3C[C@H]1[C@H](CO)[C@H]2C(=O)N(C)C
  5, -2, -1, x, 0.7, -14, -3, -4
- CCC(C)N(C(=O)COC(=O)c1ccc(=O)n(Cc2ccccc2)n1)C1CCS(=O)(=O)C1 (stereo not given)
  -13, x, -6, -2.2, 0.0, -4, -3, -2
- C[C@@H]1CN([C@H](C)CO)C(=O)Cc2cc(N(C)C)ccc2O[C@H]1CN(C)Cc1ccccc1
  9, -7, 16, -0.2, 1.0, 6, 1, -4
- CC(NC(=O)c1ccccc1F)C12CC3CC(CC(C3)C1)C2 (stereo not given)
  13, 7, -7, 1.5, 0.0, -8, 3, -1
- O=C(CSc1nc2scc(-c3ccccc3)c2c(=O)[nH]1)NC1CCCCC1
  5, x, x, -1.8, 0.3, -26, -2, x
- CCOc1ccc(S(=O)(=O)NCC2CCCO2)cc1NC(=O)c1ccccc1F (stereo not given)
  34, 4, -9, 0.3, 0.0, -10, 0, 11
- COc1ccc(NC(=O)N(CCN2CCCC2)Cc2cc3cc(OC)c(OC)cc3[nH]c2=O)cc1
  14, 15, 20, x, x, x, x, -2
- COc1ccc(/C(C)=N/NC(=O)Cn2nc([N+](=O)[O-])cc2C)cc1
  51*, x, x, 0.2, -0.1, -2, 1, -4
- CSc1nc(-c2ccccc2F)c(C#N)c(=O)n1C
  2, x, x, -4.9, 0.2, 7, -3, -2

Additional compounds
Every second line gives: INS-1E GSIS act, esBAF inh, RAD54 inh, F508del corr, XiGFP reactiv, RAD52 anneal inh, ERAP1 HTS inh, ARNT-TACC3 inh
- Cc1ccc(S(=O)(=O)N2CCN(C)CC2)c2nsnc12
  3, 0, 5, 1.4, 0.2, -11, 3, 4
- NC(=O)CC(NC(=O)Cc1cccc2ccccc12)c1ccc(N2CCC(Cc3ccccc3)CC2)c([N+](=O)[O-])c1 (stereo not given)
  -19, -5, 6, 1.4, 0.1, -7, -3, 0
- CC(=O)N(C)C[C@H]1Oc2cc(C#Cc3ccncc3)ccc2S(=O)(=O)N([C@@H](C)CO)C[C@@H]1C
  1, 2, 6, 0.9, -0.5, -12, -1, -3
- N#Cc1cccc(-c2ccc3c(c2)[C@H]2[C@H](CCN2S(=O)(=O)c2cccc(F)c2)[C@H](CO)N3)c1
  -2, -3, 9, -0.8, 0.1, 1, 1, -4
- COc1ccc(CN2[C@@H](CO)[C@@H]3c4ccccc4N(C(=O)Nc4ccccc4)C[C@@H]32)cc1
  -18, 12, -6, -1.1, 0.0, -5, 4, -5
- O=c1[nH]c2cc(Br)cnc2nc1/C=C(\O)c1ccc(F)cc1
  -1, 3, -7, 1.0, x, -100, -2, 6
- COc1cccc(CNc2nc3cc(-c4cnn(Cc5ccccc5)c4)sc3c(=O)n2C)c1
  x, 10, -4, 2.4, 0.1, -8, -4, x
- COc1ccccc1C(=O)Oc1ccccc1C(=O)Nc1ccccc1
  10, 69*, -1, -2.9, 0.2, -5, 0, 1
- COc1ccc(CN(C)C[C@@H]2Oc3c(NS(=O)(=O)c4ccc(C)cc4)cccc3C(=O)N([C@@H](C)CO)C[C@H]2C)cc1
  0, -8, -1, 2.3, -0.9, -1, 1, 25
- CCNCC(O)COCC(O)CNCC (stereo not given)
  14, -10, -17, x, x, x, x, -1

Continuation:
Every second line gives: INS-1E GSIS act, esBAF inh, RAD54 inh, F508del corr, XiGFP reactiv, RAD52 anneal inh, ERAP1 HTS inh, ARNT-TACC3 inh
- Cc1ccc(S(=O)(=O)Nc2cccc3c2O[C@H](CN(C)Cc2ccc(C(F)(F)F)cc2)[C@@H](C)CN([C@H](C)CO)C3=O)cc1
  -13, 0, -2, -1.5, -0.5, -7, -1, 1
- O=C(CC1C(=O)NCCN1Cc1cccc(C(F)(F)F)c1)NCCCOc1cccnc1 (stereo not given)
  -7, 0, -9, -1.7, 0.0, -19, -2, 4
- COc1ccc(C=NNC(=O)NN=Cc2ccc(OC)c(OC)c2)cc1OC
  -15, x, 13, -4.2, -0.1, -5, -2, -11
- COc1cc(C(=O)N(Cc2ccc(C)o2)C2CCS(=O)(=O)C2)cc(OC)c1OC (stereo not given)
  5, -4, -9, -2.6, 0.0, -14, 2, -15
- Cc1noc(C)c1C(=O)N(CC(=O)Nc1ccccc1Br)Cc1ccco1
  -18, -3, -3, -1.0, -0.4, -14, -2, 2
- COc1ccc(CC(N)c2csc(NC(=O)Nc3ccc(OC)cc3)n2)cc1 (stereo not given)
  -32, 5, 8, 2.4, -0.1, -7, -2, x
- COc1ccc(-c2ccc3n(c2=O)C[C@H]2[C@H](CO)[C@@H](C(=O)N4CCCCC4)[C@@H]3N2C)cc1
  8, 10, 2, 2.8, 0.2, -2, 1, -7
- CC(=NNC(=S)SCc1ccccc1)c1ccccn1
  x, x, x, 5.5, 0.5, 3, 0, 0
- C[C@@H]1CCCCO[C@H](CN(C)Cc2ccc(C(F)(F)F)cc2)[C@@H](C)CN([C@@H](C)CO)C(=O)c2cc(NC(=O)c3ccccc3)ccc2O1
  -8, -1, 0, 2.1, -1.1, -26, 0, -5
